# Screening results: PubChem, several laboratories
# PrPC TRFRET – inhibitors of human cell surface prion protein PrPC, primary screen, cell-based, TR-FRET; TR-FRET read-out; inhibition, % at 13.8 µM; 0.43% of 370,000 active; AID 720596, 2013; in the data active means inhibition above about 24%; further: 0% = median of the test wells and 100% = reference compound wells
# Anthrax LF prot – Bacillus anthracis LF protease inhibitors, primary screen, biochemical, multiplex microsphere, MLPCN library; 0.12% of 360,000 active; inhibition, % at 10 µM; Lethal factor (Bacillus anthracis), P15917; multiplex microsphere protease cleavage assay; further: plate controls were buffer without enzyme for full effect and enzyme alone for no effect
# Target sequence (P15917 whole entry, looked up): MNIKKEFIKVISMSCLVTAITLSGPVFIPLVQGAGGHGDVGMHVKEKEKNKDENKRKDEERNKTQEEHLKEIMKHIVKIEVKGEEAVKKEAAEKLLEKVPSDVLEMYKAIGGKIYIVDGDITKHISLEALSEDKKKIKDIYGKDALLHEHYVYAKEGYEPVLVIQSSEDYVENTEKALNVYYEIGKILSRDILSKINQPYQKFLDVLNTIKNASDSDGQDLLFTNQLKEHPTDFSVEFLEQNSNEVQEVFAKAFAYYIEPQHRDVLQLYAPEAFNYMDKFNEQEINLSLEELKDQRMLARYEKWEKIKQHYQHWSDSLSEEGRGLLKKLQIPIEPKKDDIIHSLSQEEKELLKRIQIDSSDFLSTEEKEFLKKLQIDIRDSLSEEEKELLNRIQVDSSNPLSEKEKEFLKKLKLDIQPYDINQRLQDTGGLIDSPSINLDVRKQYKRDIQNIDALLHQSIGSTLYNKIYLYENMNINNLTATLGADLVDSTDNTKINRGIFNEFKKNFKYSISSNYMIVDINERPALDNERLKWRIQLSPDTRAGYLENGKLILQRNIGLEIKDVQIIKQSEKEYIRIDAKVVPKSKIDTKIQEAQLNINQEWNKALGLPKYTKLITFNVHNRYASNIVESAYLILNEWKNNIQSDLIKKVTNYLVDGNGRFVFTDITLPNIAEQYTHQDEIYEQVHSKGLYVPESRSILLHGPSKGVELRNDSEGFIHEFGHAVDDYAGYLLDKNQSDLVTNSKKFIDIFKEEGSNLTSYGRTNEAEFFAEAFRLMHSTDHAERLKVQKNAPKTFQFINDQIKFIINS
# FadD28 binding – inhibitors of FadD28 bisubstrate probe binding, primary screen, biochemical, fluorescence polarization, single point. Mycobacterium tuberculosis FadD28 fatty-acid-AMP ligase. inhibition, % at 12.5 µM. 0.22% of 360,000 active; in the data active means inhibition above about 8.5%, passing the limit was not always enough; inconclusive means no clear call, values can overlap the other calls
# BoNT-F LC inh – BoNT/F light chain protease inhibitors, primary screen, biochemical, flow cytometry, MLPCN library; Botulinum neurotoxin type F light chain protease (Clostridium botulinum); Multiplex microsphere protease cleavage assay; inhibition, % at 10 µM; 0.22% of 360,000 active; AID 588497, 2011; in the data active means inhibition above about 35%, passing the limit was not always enough; inconclusive means no clear call, values can overlap the other calls; further: plate controls were buffer without enzyme for full effect and enzyme alone for no effect
# TcdB inh – TcdB glycohydrolase inhibitors, primary screen, biochemical, single point, plate reader; 0.24% of 350,000 active; inhibition, % at 9.99 µM; TcdB glycohydrolase enzymatic assay; in the data active means inhibition above about 10%
# Y pestis TopoI – Yersinia pestis topoisomerase I inhibitors, primary screen, biochemical, cleavage product accumulation, plate reader, single point; DNA topoisomerase I (Yersinia pestis CO92); Y. pestis Topo-I cleavage product accumulation; activity, % at 10 µM; 0.064% of 360,000 active; AID 504884, 2011; in the data active means activity above about 50%, passing the limit was not always enough; inconclusive means no clear call, values can overlap the other calls; further: inactives centre near 2
# CCHF vOTU inh – CCHFV vOTU protease inhibitors, primary screen, biochemical, Pep-AMC substrate, fluorescence; inhibition, % at 11.5 µM; AID 651958, 2012; 0.55% of 370,000 active; in the data active means inhibition above about 30%; further: 0% = vehicle wells with enzyme and 100% = no enzyme wells
# PfHsp40 rescue – rescue of yeast from PfHsp40 toxicity, primary screen, S. cerevisiae, ATP luminescence; S. cerevisiae expressing PfHsp40, growth rescue; growth rescue, % at 12.5 µM; 0.68% of 340,000 active; in the data active means growth rescue above about 28%, passing the limit was not always enough; inconclusive means no clear call, values can overlap the other calls;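 further: yeast W303a lacking pdr1 and pdr3 grown in galactose medium; growth measured after three days at 30 °C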
# BoNT-A LC inh2 – BoNT/A light chain protease inhibitors, primary screen, biochemical, flow cytometry, MLPCN library | AID 588499, 2011 | inhibition, % at 10 µM | 0.17% of 360,000 active | Botulinum neurotoxin type A light chain protease (Clostridium botulinum A str. ATCC 3502) | multiplex microsphere protease substrate cleavage; further: plate controls were buffer without enzyme for full effect and enzyme alone for no effect
# An asterisk follows results filed as active; u = inconclusive; x = no result given. Unless noted, no stated cut-off is given here; in the data, active means inhibition above about 30%; inconclusive means no clear call, values can overlap the other calls; inactive means below that.
Molecule | PfHsp40 rescue | Anthrax LF prot | TcdB inh | PrPC TRFRET | Y pestis TopoI | CCHF vOTU inh | BoNT-F LC inh | BoNT-A LC inh2 | FadD28 binding
O=C(COc1ccccc1O)NNc1ccccc1 | 1.3 | 0 | -7.5 | 17 | -2 | 8 | -3 | -0.7 | -0.3
COc1cccc(NC(=O)CN(C)C(=O)CN2C(=O)NC(C)(c3ccc4ccccc4c3)C2=O)c1 (stereo not given) | -1.8 | -2 | -1.2 | 12 | 8 | -1 | -8 | 3.2 | -4.1
COc1ccccc1NS(=O)(=O)c1cccc(C(=O)NCC2(N(C)C)CCCCC2)c1 | 0.4 | 2 | 1.5 | -12 | -1 | 17 | 24 | 8.9 | -0.6
CSCCC(NS(=O)(=O)c1ccccc1F)C(=O)NCC(C)(C)N1CCOCC1 (stereo not given) | -0.4 | -1 | -1.2 | -6 | 10 | 4 | -1 | 0.4 | 2.0
O=c1[nH]c(-c2cccnc2)nc2ccccc12 | -1.6 | 1 | x | -2 | -8 | 7 | 7 | -0.6 | -2.1
O=C(Nc1n[nH]c(C2CCCCC2)n1)C1CCCCC1 | -0.4 | 3 | 0.2 | -1 | -1 | 11 | -9 | -0.2 | -3.5
O=[N+]([O-])c1nn(-c2cccc(Cl)c2)n(O)c1=NCc1cccnc1 | 2.0 | 1 | 0.2 | -21 | -3 | -13 | 35* | 3.4 | -2.1
CC(=O)Nc1ccc(N2CCN(c3ccc(F)cc3)CC2)cc1 | -0.9 | 1 | 1.2 | 2 | 4 | -4 | -29 | -0.8 | 0.6
CC(C)CN(C(=O)C1CC1)c1c(N)n(Cc2ccccc2)c(=O)[nH]c1=O | 0.5 | 0 | 1.5 | -3 | 6 | 11 | u | 3.5 | -0.9
COc1cc2nncc(SC)c2cc1OC | -0.8 | 1 | 11* | -19 | 9 | 8 | 4 | -0.1 | -1.2
COCCOc1cc(COC)nc(-c2cccc(C)c2)n1 | 0.3 | -2 | 2.7 | -2 | -2 | -10 | 1 | -1.1 | -2.7
CCOC(=O)c1ccc(CNC(=O)Cn2nnc(-c3ccccc3F)n2)o1 | -0.3 | -3 | 0.1 | 1 | 5 | -7 | -1 | -0.4 | -2.3
COc1cccc(N2CCN(C(=O)c3cccnc3)CC2)c1 | -1.0 | -2 | -0.5 | x | 9 | x | -6 | -0.8 | 1.0
Cc1ccccc1CNC(=O)c1ccccc1 | 0.1 | 4 | x | 1 | 8 | 8 | -1 | -0.2 | -3.3
CN(CCc1cn[nH]c1)Cc1nc(C(c2ccccc2)c2ccccc2)no1 | 1.5 | -2 | 1.3 | 2 | 17 | -15 | -3 | -0.8 | -2.8
O=C(Cn1cc2c(n1)CCCC2)N1CCOCC1 | -2.5 | 2 | -2.0 | -3 | 4 | 5 | 4 | -0.3 | 0.2
COC(=O)c1ccc(COc2ccccc2[N+](=O)[O-])o1 | 0.7 | 0 | x | 4 | -6 | 9 | 2 | -0.1 | 0.0
CN(C)c1ccnc(Nc2ccc(O)cc2)c1C#N | 0.2 | 0 | -0.3 | -5 | -5 | -5 | -1 | 1.0 | 0.3
CCOC(=O)C1=C(Nc2ccccc2)OCC1=O | 0.8 | 0 | x | -4 | 7 | -1 | -11 | -0.3 | -5.4
CN(CCOc1ccc(Cl)c(Cl)c1)Cc1ccccc1 | 36* | -6 | -0.1 | 2 | 15 | -8 | u | 3.7 | -2.1
CN(Cc1ccc(C(C)(C)C)cc1)C(=O)c1ccc2c(c1)OCO2 | 0.3 | x | 1.5 | -4 | 31 | 8 | x | x | 2.8
CC(=O)c1ccc(C(=O)N2CCCC(C(=O)c3cc(F)ccc3F)C2)s1 (stereo not given) | -0.8 | 4 | -2.4 | 4 | -4 | 1 | 4 | 1.6 | -0.5
O=C(C1CCN(S(=O)(=O)N2CCOCC2)CC1)N1CCN(Cc2ccccc2)CC1 | 3.1 | -3 | x | -5 | -10 | 19 | -8 | -0.7 | -2.1
COc1cccc(CN2CCCC(CNC(=O)c3ccc(F)cc3)C2)c1OC (stereo not given) | -0.1 | 1 | 0.0 | -8 | -1 | 8 | -3 | -0.8 | -2.3
CCOC(=O)c1c(S(=O)(=O)NCC(=O)Nc2cc(C)ccc2OC)c(C)n(C)c1C | 0.2 | 1 | 2.1 | 8 | 5 | -3 | -2 | 0.6 | 0.4
COc1ccccc1C(=O)O/N=C(\c1ccccc1)c1ccncc1 | 1.0 | -9 | 0.6 | 3 | 12 | 11 | -2 | -0.6 | -0.3
O=C(c1ccc(Cl)cc1)N1CCC(O)(CSc2ccc(Cl)cc2)CC1 | -0.3 | 0 | x | -6 | 2 | 6 | -3 | 0.2 | -0.1
O=c1oc2ccccc2c(NC(c2ccccc2)c2ccccc2)c1[N+](=O)[O-] | -0.5 | -4 | x | 10 | -8 | 8 | -3 | -0.1 | -1.8
CCn1c(SCC(N)=O)nnc1-c1cc2c(C)nn(-c3ccccc3)c2s1 | 0.8 | -1 | x | 0 | 15 | -10 | 2 | 1.5 | -2.7
CC12Cc3ccc4ccccc4c3C=C1C[N+](C)(C)C2 (stereo not given) | -0.1 | -4 | x | -3 | -12 | 15 | -11 | -0.6 | -4.3
O=C(Nc1ccc2c(c1)OCCO2)c1coc2ccccc2c1=O | -0.1 | 0 | x | 4 | 3 | -1 | 2 | 1.0 | -1.3
O=C(CSc1nnc(Nc2ccccc2)s1)NCc1ccco1 | 3.2 | -1 | 0.7 | -3 | 14 | -1 | -9 | -1.2 | -1.0
CN(c1ccccc1)S(=O)(=O)c1cccc(NS(=O)(=O)c2ccc(/C=C/C(=O)O)cc2)c1 | 0.4 | -5 | 0.2 | -6 | 7 | -5 | -2 | -0.3 | -5.4
Cc1ccc(C(c2nnnn2C(C)(C)C)N2CCC(C)CC2)cc1 (stereo not given) | -0.2 | -6 | x | 15 | 16 | 2 | 4 | 1.7 | -3.8
Cc1nc(CN2CCC(c3ccccc3)CC2)cc(=O)[nH]1 | -1.5 | 0 | 0.3 | -6 | -3 | -12 | 3 | -0.4 | 0.4
Cc1ccc2oc3c(c(=O)c2c1)C(c1cccc(Cl)c1)N(CCCN1CCOCC1)C3=O (stereo not given) | -2.1 | 4 | 1.3 | -13 | 1 | -6 | -4 | -1.2 | -1.9
Cc1ccc(OCC(O)CN2CCOCC2)cc1C (stereo not given) | 1.1 | -7 | 1.4 | 2 | 5 | -11 | 10 | 5.2 | 1.2
O=C(c1ccccc1)c1ccc(N2CCOCC2)cc1 | -0.4 | -1 | -5.7 | 8 | -6 | 16 | -10 | -0.2 | -0.8
O=C(Nc1ccccc1)N1CCCC(c2nc(-c3cccs3)no2)C1 (stereo not given) | 0.5 | -2 | 0.4 | x | -1 | x | -1 | -1.2 | -2.3
Cc1ccc(NC(=Nc2ccc(Br)cc2)N2CCOCC2)cc1C | -0.5 | -4 | 0.4 | 5 | -13 | 23 | -15 | -1.7 | -3.7
CCn1c2ccccc2c2cc(NC(=O)c3cccc(OC)c3)ccc21 | 5.6 | 3 | 1.5 | x | 6 | x | 0 | 3.6 | -0.2
CCN(Cc1nc(-c2cccc(C)c2)no1)C(=O)c1ccc2c(c1)OCO2 | -0.7 | 11 | 0.1 | 3 | 32 | 9 | -1 | 0.9 | 0.9
COC(=O)C1=C(C)N(Cc2ccccc2)C(=NCc2ccc(OC)cc2)N[C@H]1c1ccccc1 | -1.9 | 3 | 1.1 | -7 | 0 | 9 | -10 | 0.5 | -4.8
CCOc1ccc(-c2nnc(-c3ccncc3)o2)cc1OCC | -0.9 | 0 | 0.8 | 1 | 3 | -1 | -2 | -1.2 | -1.7
O=C(NCCOc1ccccc1F)c1ccc2c(=O)n3c(nc2c1)CCC3 | -0.4 | 2 | 0.8 | -1 | -15 | 13 | -4 | 0.8 | -4.2
CCN(CC)CCCN1C(=O)C(O)=C(C(=O)c2cc3ccccc3o2)C1c1ccccn1 (stereo not given) | -1.7 | 2 | -0.3 | 1 | -2 | 24 | -10 | -0.1 | -4.2
CCCCc1ccc(C2C3=C(CC(C)(C)CC3=O)NC3=C2C(=O)c2ccccc23)cc1 (stereo not given) | 0.1 | -10 | 0.6 | 3 | 5 | -10 | -28 | -0.9 | -2.6
COc1ccc(OC)c(NC2c3ccccc3C(=O)N2c2cccnc2)c1 (stereo not given) | 1.3 | -17 | -0.2 | -5 | -1 | -1 | -11 | 0.5 | -0.1
COc1cccc2sc(N(C)c3ccccc3)nc12 | 1.2 | 4 | x | -9 | 26 | -9 | -4 | 0.3 | -0.9
Cc1cccc(NC(=O)CCCN2C(=O)c3cccc4cccc(c34)C2=O)c1 | 0.2 | -3 | x | 1 | 4 | 1 | 2 | 0.3 | -1.9
O=C(O)CCc1ncc(C(F)(F)F)cc1Cl | -1.0 | -1 | x | -2 | 3 | 12 | 3 | -1.2 | -1.1
OC1COC(O)C(O)C1O (stereo not given) | 1.2 | 3 | 0.7 | 9 | 6 | -2 | -2 | -0.3 | -0.4
CN(C)/C=N/C1=C(C#N)C(c2ccc(Br)cc2)c2ccc3ccccc3c2O1 (stereo not given) | 0.2 | -6 | 0.4 | -2 | 2 | -4 | -14 | 1.3 | -2.4
COc1ccccc1NC(=O)C(=O)NNS(=O)(=O)c1ccc2ccccc2c1 | 1.4 | -1 | 1.8 | 1 | 13 | -5 | -3 | -0.4 | -2.7
CCc1c(C)sc(NC(=O)c2cnn3cccnc23)c1C#N | 0.5 | -2 | x | -5 | -5 | -2 | -13 | -0.6 | 0.2
COc1ccc(CN(C)CCCn2cnc(C(=O)Nc3ccc(C)c(C)c3)n2)cc1OC | -1.1 | -6 | -0.1 | -11 | 9 | -1 | -9 | -1.3 | 0.0
Fc1ccc(N2CCN(c3nc(CN4CCOCC4)nc4scc(-c5ccccc5)c34)CC2)cc1 | -0.8 | 0 | 0.3 | -3 | 35 | 0 | -3 | -1.0 | -0.7
COc1ccc(CCNC(=O)[C@H](C)N2C(=O)N3CCc4c([nH]c5ccccc45)[C@@]3(C)C2=O)cc1 | 12 | -8 | -0.2 | 1 | 2 | 1 | -2 | -0.8 | -1.8
CC(C)C[C@H](NC(=O)N1CC(=O)Nc2ccccc21)C(=O)N[C@@H](C(=O)O)c1ccccc1 | 0.4 | -4 | 1.3 | 0 | -1 | -10 | -1 | -0.1 | -4.0
O=C(Nc1ccc(OCC(=O)N2CCOCC2)cc1)Nc1cccc2ccccc12 | 0.9 | -4 | 0.7 | -2 | 3 | -12 | -2 | -0.9 | -4.2

# Continued:
Molecule | PfHsp40 rescue | Anthrax LF prot | TcdB inh | PrPC TRFRET | Y pestis TopoI | CCHF vOTU inh | BoNT-F LC inh | BoNT-A LC inh2 | FadD28 binding
Cc1ccc(C)c(OCC(=O)N/N=C/c2ccsc2)c1 | 0.8 | -4 | x | -6 | 14 | -1 | 6 | -0.6 | -3.0
COc1cccc(C(=O)OC2CCCN(C)C2)c1 (stereo not given) | -0.1 | 3 | x | 0 | -3 | 2 | u | -0.6 | -1.8
Cc1ccccc1OCC(=O)NNC(=O)C1CCN(c2ncnc3sc(C)c(C)c23)CC1 | 0.7 | -4 | 1.4 | 4 | 12 | 1 | -1 | -7.3 | -1.0
COC(=O)Cn1c(C(O)c2ccccc2)nc2ccccc21 (stereo not given) | -1.0 | -14 | 0.1 | -5 | -1 | -4 | -10 | -1.6 | -0.3
